FLuc modulator: firefly luciferase modulation, counter-screen for miR-21 project. P08659. 360,000 tested, 6.9% active. purified FLuc, Km substrates, luminescence inhibition. Potency, µM (titrated, usually from 57.5 µM), without a hit: at the top dose activity change, negative = inhibition, usual class: inhibitors;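 note: plate controls were vehicle for no effect and reference inhibitor for full effect; nearly all actives have a fitted effect of over 55% in size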
Target sequence (P08659 whole entry, looked up): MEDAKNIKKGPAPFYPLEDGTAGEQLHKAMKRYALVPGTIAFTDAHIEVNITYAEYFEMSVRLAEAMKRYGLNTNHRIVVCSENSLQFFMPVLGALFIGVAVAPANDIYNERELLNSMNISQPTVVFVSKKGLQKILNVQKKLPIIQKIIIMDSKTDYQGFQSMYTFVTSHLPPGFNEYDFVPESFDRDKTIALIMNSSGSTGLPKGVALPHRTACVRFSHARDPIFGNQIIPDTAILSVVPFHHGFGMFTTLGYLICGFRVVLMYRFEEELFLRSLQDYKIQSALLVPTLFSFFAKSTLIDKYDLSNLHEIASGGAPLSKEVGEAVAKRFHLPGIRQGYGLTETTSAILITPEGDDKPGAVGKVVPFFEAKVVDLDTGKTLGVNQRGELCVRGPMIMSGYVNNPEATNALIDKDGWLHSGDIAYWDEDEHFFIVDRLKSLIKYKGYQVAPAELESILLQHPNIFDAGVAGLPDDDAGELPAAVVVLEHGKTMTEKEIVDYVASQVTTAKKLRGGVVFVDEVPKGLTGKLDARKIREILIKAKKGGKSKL
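Purified P. pyralis luciferase, 10 nM final, with Km-level 10 uM D-luciferin and 10 uM ATP in 50 mM Tris acetate pH 7.5, 10 mM Mg acetate, 0.01% Tween-20, 0.05% BSA; 6-point qHTS titration about 60 µM downward; luminescence read.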
MBNL1-CUG inh: blocks human MBNL1 binding to CUG repeat RNA. Q9NR56. TR-FRET MBNL1-His/biotin-(CUG)12 binding, 665/545 ratio. Potency, µM (highest dose often 57.5 µM), for inactives: at the highest dose activity change, negative = inhibition, most hits filed as inhibitors. 280,000 tested, 0.036% active. AID 2675; active = well fitted inhibition curve with a large enough effect in the signal ratio, with a control signal flat, not every such curve was filed as active; inconclusive = small, poorly fitted or top-dose-only effect, or effect the other way, or a change in a side signal; inactive = no such curve, though single readings can be large or run the other way; the % refers to the signal ratio; note: % is set by controls: 0 for no effect and ±100 for the full control effect
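Inhibition of protein-RNA binding appears as loss of TR-FRET between terbium anti-His antibody on MBNL1-His and streptavidin-XL665 on biotin-(CUG)12. Activity is normalized to buffer-only and uninhibited-complex controls.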
VP16 counter: Gal4-VP16 reporter inhibition counter-screen. Drosophila S2 Gal4-VP16 UAS-luciferase, luminescence, 20 h. Potency, µM (doses to about 53.6 µM), for the others: top-dose activity, negative = inhibition, hits mostly inhibitors. 310,000 tested, 3.5% active. AID 2546;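 note: Gal4-VP16 expression switched on by copper sulfate through the metallothionein promoter; % is set by controls: 0 for no effect and ±100 for the full control effect; nearly all actives have a fitted effect of over 50% in size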
p53 reactivator: restores transcriptional activity of mutant p53. AID 504706. H1299 p53-A138V BP100-luciferase reporter, luminescence, 24 h. 320,000 tested, 0.063% active. Potency, µM (titrated, usually from 92.2 µM), inactives show at the highest dose activity change, positive = activation, hits mostly activators; note: % of control where 0% means no effect; nearly all actives have a fitted effect of over 45% in size
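p53-null H1299 cells stably carrying temperature-sensitive p53-A138V and a BP100-luciferase reporter were pinned with compounds (4-point, 1:5 series) and held 24 hrs at 37 deg C. Luminescence was read 10 min after detection reagent.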
BRCA1 expr up: BRCA1 expression activation; MCF7-BRCA1-FFLuc reporter, luminescence, 48 h; response scale: scaled: vehicle 0%, 10 µM genistein 100%; Potency, µM (top dose mostly 46.1 µM), for inactives: top-dose activation, most hits filed as activators; 380,000 tested, 1.1% active; note: nearly all actives have a fitted effect of over 80% in size; some results filed as inactive show a strong effect at the top dose
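48 h compound treatment of MCF7-BRCA1-FFLuc cells (phenol-red free MEM, 37 °C), then 15 min with luciferase substrate and luminescence imaging.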
uPA generation: inhibitors of cell surface uPA generation; AID 540303; 330,000 tested, 0.31% active; cell surface uPA generation assay, qHTS; Potency, µM (doses to about 38.3 µM), inactives show at the top dose activity change, negative = inhibition, hits mostly inhibitors; active = well fitted inhibition curve with a large enough effect; inconclusive = small, poorly fitted or top-dose-only effect; inactive = no such curve, though single readings can be large or run the other way; tested in mouse RAW 264.7 cells; note: % is set by controls: 0 for no effect and ±100 for the full control effect; nearly all actives have a fitted effect of over 55% in size
ELG1 genotoxic: inducers of genotoxicity in HEK293T ELG1-luciferase cells; Potency, µM (series often up to 46 µM), for the others: at the highest dose activity change, positive = activation, hits mostly activators; 330,000 tested, 1.3% active; HEK293T ELG1-luciferase reporter, luminescence, 16 h; AID 504466; note: % of control where 0% means no effect; nearly all actives have a fitted effect of over 60% in size
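HEK293T cells expressing luciferase-tagged ELG1 were exposed to compound or DMSO vehicle for 16 hr at 37 °C and 5% CO2. Luciferase activity was then measured with ONE-Glo after 30 min at room temperature.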
RORg inh: blocks mouse ROR gamma transcriptional activity. P51450. Drosophila S2 Gal4-RORgamma UAS-luciferase reporter, 20 h. Potency, µM (doses to about 53.6 µM), for inactives: at the top dose activity change, negative = inhibition, usual class: inhibitors. 310,000 tested, 5.4% active. AID 2551; note: % is set by controls: 0 for no effect and ±100 for the full control effect; nearly all actives have a fitted effect of over 60% in size
Target sequence (P51450 whole entry, looked up, the tested form may be a part): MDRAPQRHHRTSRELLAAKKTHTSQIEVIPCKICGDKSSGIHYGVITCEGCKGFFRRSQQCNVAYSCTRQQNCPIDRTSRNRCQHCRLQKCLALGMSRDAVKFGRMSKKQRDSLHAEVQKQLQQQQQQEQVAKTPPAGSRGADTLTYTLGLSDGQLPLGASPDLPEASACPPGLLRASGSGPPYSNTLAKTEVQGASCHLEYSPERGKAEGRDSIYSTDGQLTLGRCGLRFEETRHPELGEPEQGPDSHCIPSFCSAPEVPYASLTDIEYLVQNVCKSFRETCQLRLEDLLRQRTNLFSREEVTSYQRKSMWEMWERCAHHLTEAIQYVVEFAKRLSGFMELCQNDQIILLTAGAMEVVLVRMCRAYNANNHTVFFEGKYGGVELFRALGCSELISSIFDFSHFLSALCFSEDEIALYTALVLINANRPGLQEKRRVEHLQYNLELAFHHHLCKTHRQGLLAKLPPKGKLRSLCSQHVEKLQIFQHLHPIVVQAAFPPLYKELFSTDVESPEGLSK
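Compounds are pin-transferred onto Drosophila Schneider cells expressing a copper-inducible Gal4–ROR gamma transactivation domain fusion. After 1 hr, copper sulfate is added to 700 uM final; luciferase is read 20 hr later.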
MLL CXXC-DNA inh: inhibitors of human MLL CXXC domain-DNA interaction; Q03164; MLL-CXXC / FITC-HOXA9 DNA fluorescence polarization; Potency, µM (series often up to 115 µM), without a hit: top-dose activity change, negative = inhibition, most hits filed as inhibitors; 290,000 tested, 0.037% active; AID 2662; active = well fitted inhibition curve with a large enough effect in the polarisation, with a control signal flat, not every such curve was filed as active; inconclusive = small, poorly fitted or top-dose-only effect, or effect the other way, or a change in a side signal; inactive = no such curve, though single readings can be large or run the other way; the % refers to the polarisation
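Fluorescence polarization: 7 uM MLL-CXXC (stock) preincubated 5 min with compounds, then 50 nM fluorescein-HOX-A9 DNA (stock) added; 30 min ambient. Buffer 50 mM Tris-HCl pH 7.5, 50 mM NaCl, 1 mM DTT, 0.05% BSA.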
Rab9 prom act: activates the Rab9 promoter; Huh7 Rab9 promoter-luciferase reporter, luminescence, 24 h; AID 485297; Potency, µM (titrated, usually from 9.22 µM), for the others: at the highest dose activation, negative = inhibition, usual class: activators; 320,000 tested, 2.8% active; note: % of control where 0% means no effect; nearly all actives have a fitted effect of over 60% in size
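Promoter activation is measured as luciferase luminescence in Huh7 cells stably transfected with a Rab9 promoter–luciferase construct, following 24 h compound exposure at 37 °C and 10 min reagent incubation at ambient temperature.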
NPC1 prom act: activates the NPC1 promoter. Huh7 NPC1 promoter luciferase reporter, 24 h. Potency, µM (titrated, usually from 9.22 µM), for inactives: at the top dose activation, most hits filed as activators. 320,000 tested, 2.4% active;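 note: % of control where 0% means no effect; nearly all actives have a fitted effect of over 60% in size; reporter is driven by a mutant NPC1 promoter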
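Luciferase expression driven by the NPC1 promoter was measured in stably transfected Huh7 cells after a 24 h compound incubation, using a luciferase reagent and a luminescence read.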
Starred values were filed as active, the others as inactive; ? = inconclusive; · = not tested or not shown; & = joins results of further samples; [ ] = dose if it differs, or a comment. Unless noted, calls come from the whole dose curve; as a rule, active = well fitted curve in the direction sought with a large enough effect; inconclusive = small, poorly fitted or top-dose-only effect, or another doubt; inactive = no such curve, though single readings can be large; an effect the other way counts as inactive or inconclusive. Potency is the fitted concentration of half-maximal effect. Only part of the results is shown; rates above refer to the full screens.

SMILES	FLuc modulator	MBNL1-CUG inh	VP16 counter	p53 reactivator	BRCA1 expr up	uPA generation	ELG1 genotoxic	RORg inh	MLL CXXC-DNA inh	Rab9 prom act	NPC1 prom act
CC(Oc1cc2oc(=O)c3c(c2cc1Cl)CCCC3)C(=O)NCCN1CCOCC1 (configuration not stated)	3%	0%	-5%	-8%	0%	-3%	3%	15%	4%	0%	-1%
CCOC(=O)c1c(NC(=O)CSc2ccccc2C(=O)O)sc(C)c1C	?	-25%	-1%	-6%	-11%	-4%	2%	4%	-5%	0%	-2%
CCN(c1cc(C)cc(C)c1)S(=O)(=O)c1nnc(NC(=O)c2ccco2)s1	1%&-4%	-6%	-20%	-6%	-4%	1%	-3%	36%	11%	1%	0%
Cc1cc(C)cc(NC(=O)Cn2cc3c(n2)CCCCC3)c1	0%	2%	-8%	-3%	·	·	-3%	-43%	7%	13%	4%
O=C(N/N=C/c1ccccn1)c1cc(-c2ccncc2)nc2ccccc12	?	?	?	11%	-54%	7%	?	8.9µM*	0%	-7%	-2%
COc1cccc(CN2CCN(C3CCOCC3)CC2CCO)c1 (configuration not stated)	6%	-4%	-3%	0%	0%	-1%	0%	-11%	-1%	1%	-2%
CC(C)Cn1nc(C(=O)Nc2cccc(C(=O)NC3CC3)c2)c2ccccc2c1=O	·	·	·	-12%	-3%	7%	-5%	·	·	-2%	2%
COc1ccc2nc(N3C(=O)CC(Cc4ccc(C)cc4)C3=O)sc2c1 (configuration not stated)	?	-9%	-10%	-4%	-4%	4%	-1%	?	7%	-2%	0%
Cc1nn2cc(-c3cccc(Cl)c3)cnc2c1Cl	-20%	5%	-5%	27%	-40%	-11%	18%	15%	9%	?	-12%
CCN(CC(=O)NCc1ccc(Cl)cc1)C(=O)CSc1ccccc1	0%	·	·	1%	4%	-1%	-13%	·	·	-2%	-1%
Cc1ccccc1NS(=O)(=O)c1ccc(C(=O)N2CCCCCC2)cc1	-1%	·	·	-4%	0%	1%	-8%	·	·	1%	10%
CC1(C(=O)N2CCN(C(=O)c3ccco3)CC2)CC1(Br)Br (configuration not stated)	4%	-3%	-10%	-15%	0%	-14%	1%	16%	-2%	-3%	1%
O=C(c1ccc2nsnc2c1)N1CCN(c2ccc([N+](=O)[O-])cc2)CC1	1%	?	0%	-10%	-39%	?	-6%	27%	-6%	-3%	-1%
COC(=O)Nc1ccc([N+](=O)[O-])cc1OC	1%	?	13%	-12%	-27%	2%	3%	?	8%	0%	0%
COc1cc(C2c3c(oc4ccccc4c3=O)C(=O)N2Cc2ccco2)ccc1O (configuration not stated)	8%	0%	-8%	-6%	6%	-9%	0%	-13%	-2%	4%	2%
COc1ccc(-c2nnc(SCC(=O)c3ccc(C)o3)o2)cc1	?	25%	-11%	17%	-19%	-2%	1%	26%	-6%	2%	0%
Cc1ccc(-c2nc(CSc3nc4ccccc4c(=O)n3C)cs2)cc1	-3%	·	-4%	0%	-11%	2%	?	-3%	-7%	-10%	-3%
O=C(CSc1nc2ccccc2c(=O)n1-c1ccccc1F)Nc1ccc2c(c1)CCC2	2%	?	-10%	-17%	-26%	-1%	-1%	29%	35%[activator]	-6%	-6%
Cc1noc(C)c1S(=O)(=O)N1CCC(C(=O)N2CCC(N3CCCCC3)CC2)CC1	-2%	-19%	-13%	?	18%	-3%	2%	?	-12%	-4%	2%
CCOCc1cnc(C)nc1NCC(=O)c1c(C)[nH]c2ccccc12	-1%	-5%	-5%	1%	0%	-3%	-4%	22%	-12%	0%	-2%

An excerpt from above in order of molecular weight, lowest first:
SMILES	FLuc modulator	MBNL1-CUG inh	VP16 counter	p53 reactivator	BRCA1 expr up	uPA generation	ELG1 genotoxic	RORg inh	MLL CXXC-DNA inh	Rab9 prom act	NPC1 prom act
Cc1cc(C)cc(NC(=O)Cn2cc3c(n2)CCCCC3)c1	0%	2%	-8%	-3%	·	·	-3%	-43%	7%	13%	4%
COc1ccc(-c2nnc(SCC(=O)c3ccc(C)o3)o2)cc1	?	25%	-11%	17%	-19%	-2%	1%	26%	-6%	2%	0%
CCOCc1cnc(C)nc1NCC(=O)c1c(C)[nH]c2ccccc12	-1%	-5%	-5%	1%	0%	-3%	-4%	22%	-12%	0%	-2%
COc1ccc2nc(N3C(=O)CC(Cc4ccc(C)cc4)C3=O)sc2c1 (configuration not stated)	?	-9%	-10%	-4%	-4%	4%	-1%	?	7%	-2%	0%
O=C(c1ccc2nsnc2c1)N1CCN(c2ccc([N+](=O)[O-])cc2)CC1	1%	?	0%	-10%	-39%	?	-6%	27%	-6%	-3%	-1%
CCN(CC(=O)NCc1ccc(Cl)cc1)C(=O)CSc1ccccc1	0%	·	·	1%	4%	-1%	-13%	·	·	-2%	-1%
CCOC(=O)c1c(NC(=O)CSc2ccccc2C(=O)O)sc(C)c1C	?	-25%	-1%	-6%	-11%	-4%	2%	4%	-5%	0%	-2%
COc1cc(C2c3c(oc4ccccc4c3=O)C(=O)N2Cc2ccco2)ccc1O (configuration not stated)	8%	0%	-8%	-6%	6%	-9%	0%	-13%	-2%	4%	2%
CC(C)Cn1nc(C(=O)Nc2cccc(C(=O)NC3CC3)c2)c2ccccc2c1=O	·	·	·	-12%	-3%	7%	-5%	·	·	-2%	2%
CCN(c1cc(C)cc(C)c1)S(=O)(=O)c1nnc(NC(=O)c2ccco2)s1	1%&-4%	-6%	-20%	-6%	-4%	1%	-3%	36%	11%	1%	0%

(cont.)
SMILES	FLuc modulator	MBNL1-CUG inh	VP16 counter	p53 reactivator	BRCA1 expr up	uPA generation	ELG1 genotoxic	RORg inh	MLL CXXC-DNA inh	Rab9 prom act	NPC1 prom act
O=C(CSc1ncccn1)NCCC1=CCCCC1	6%	·	·	8%	26%	2%	3%	·	·	21%	-2%
COc1ccc(C)cc1NC(=O)C(CCS(C)(=O)=O)NC(C)=O (configuration not stated)	2%	-5%	1%	0%	-3%	4%	-14%	-1%	10%	-4%	2%
CC1CCc2nn(CC(=O)NCCCN3CCCCC3)cc2C1 (configuration not stated)	1%	11%	-2%	0%	0%	-28%	4%	21%	1%	2%	-3%
Cc1nc(Sc2ccccc2)c(C#N)c(C)c1[N+](=O)[O-]	0%	7%	4%	-1%	-23%	-9%	0%	-30%	2%	-10%	-3%
CN(C)S(=O)(=O)c1cc(NC(=O)CN2C(=O)NC3(CCCc4ccccc43)C2=O)ccc1Cl (configuration not stated)	-12%	?	-25%	-15%	-28%	-1%	1%	37%	?	-6%	-1%
CC(=O)N1CCCc2cc(S(=O)(=O)N3CCN(c4ccccn4)CC3)ccc21	8%	-6%	-2%	2%	-30%	-7%	-3%	?	-4%	9%	10%
CC(=O)NCCOC(=O)c1nn(Cc2ccccc2)c(=O)c2ccccc12	-1%	8%	14%	-2%	-6%	2%	-4%	10%	3%	7%	-2%
Cc1nonc1NC(=O)CSc1cn[nH]n1	-1%	2%	-6%	5%	-17%	1%	0%	1%	2%	0%	-3%
O=C(O)/C=C/C(=O)Nc1ccc(OC(F)(F)F)cc1	-19%	8%	-1%	0%	7%	2%	0%	-1%	?	-7%	-3%
O=C1OCC2=C1C(c1ccc(Cl)cc1)CC(=O)N2c1ccc(F)cc1 (configuration not stated)	1%	-8%	-4%	-1%	-1%	1%	-2%	-1%	3%	-2%	0%
O=c1cc(CSc2nnc(-c3cccs3)n2Cc2ccccc2)nc2sc3ccccc3n12	1%	46%[activator]	14µM*	-5%	-70%	-3%	-10%	?	2%	-26%	-20%
CCCOc1ccc(C(=O)Nc2cc(-c3nn4c(C)nnc4s3)ccc2C)cc1	1%	-10%	1%	7%	-6%	-1%	0%	-27%	-5%	8%	-1%
COc1ccccc1CNC(=O)C1CCN(S(=O)(=O)c2ccc3c(c2)OCCCO3)CC1	2%	-15%	6%	-12%	-1%	2%	0%	29%	5%	1%	1%
COc1ccc(C(=O)NCC(=O)OCC(=O)N2CCC(C)CC2)cc1OC	5%	2%	-14%	3%	1%	4%	-1%	0%	13%	-1%	-2%

Given in markdown: entries from further up
| Structure | FLuc modulator | MBNL1-CUG inh | VP16 counter | p53 reactivator | BRCA1 expr up | uPA generation | ELG1 genotoxic | RORg inh | MLL CXXC-DNA inh | Rab9 prom act | NPC1 prom act |
| --- | --- | --- | --- | --- | --- | --- | --- | --- | --- | --- | --- |
| COc1ccc(C)cc1NC(=O)C(CCS(C)(=O)=O)NC(C)=O (configuration not stated) | 2% | -5% | 1% | 0% | -3% | 4% | -14% | -1% | 10% | -4% | 2% |
| CC1CCc2nn(CC(=O)NCCCN3CCCCC3)cc2C1 (configuration not stated) | 1% | 11% | -2% | 0% | 0% | -28% | 4% | 21% | 1% | 2% | -3% |

Source: PubChem (National Center for Advancing Translational Sciences (NCATS))
